# Screening data as filed in PubChem BioAssay.
# PAFAH2 FP inh: inhibitors of human PAFAH2 | Q99487 | recombinant PAFAH2, FP-rhodamine activity probe, fluorescence polarization | inhibition, % at 3.39 µM | 340,000 compounds, 0.99% hits;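 active = inhibition above the mean over all tested compounds plus 3 SD, cut at about 30% in these data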;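 note: inhibitors block probe labeling of enzyme so polarization drops; 0% = enzyme with DMSO and 100% = wells lacking PAFAH2 protein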
# PAFAH1B3 inh: PAFAH1B3 (human) inhibition; recombinant PAFAH1B3, FP-rhodamine probe, fluorescence polarization; Q15102; 340,000 compounds, 0.28% hits; inhibition, % at 3.39 µM;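 active = inhibition above the screen-wide average of all tested compounds plus 3 SD, cut at about 25% in these data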;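 note: 0% = enzyme with DMSO only and 100% = wells lacking PAFAH1B3 protein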
# pPAFAH inh: pPAFAH (human) enzyme inhibition; Q13093; recombinant pPAFAH, FP-rhodamine probe fluorescence polarization; inhibition, % at 3.39 µM; 330,000 compounds, 1.5% hits; AID 463082;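 active = inhibition above the mean inhibition across the screen plus 3 SD, cut at about 25% in these data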;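 note: inhibitors block binding of the rhodamine activity-based probe so polarization drops; 0% = enzyme with DMSO and 100% = wells lacking pPAFAH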
# LYPLA2 counter: LYPLA2 (human) inhibition in PME1 counter-screen | O95372 | recombinant LYPLA2, FP-Rh probe fluorescence polarization | inhibition, % at 5.9 µM | 320,000 compounds, 0.38% hits;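 active = inhibition above the screen-wide mean plus 3 SD, limit set per campaign, cut at about 26% in these data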;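 note: 0% = LYPLA2 with DMSO and 100% = wells lacking LYPLA2 enzyme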
# Target sequence (O95372 whole entry, looked up): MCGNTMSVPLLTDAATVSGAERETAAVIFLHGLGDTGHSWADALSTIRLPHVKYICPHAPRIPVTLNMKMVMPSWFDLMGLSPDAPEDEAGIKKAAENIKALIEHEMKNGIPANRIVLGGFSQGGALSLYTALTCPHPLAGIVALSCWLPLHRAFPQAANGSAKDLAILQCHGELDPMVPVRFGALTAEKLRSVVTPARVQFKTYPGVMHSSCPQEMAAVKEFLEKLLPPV
# LYPLA1 counter: LYPLA1 (human) inhibition in PME1 counter-screen | recombinant LYPLA1, FP-Rh probe fluorescence polarization | inhibition, % at 5.9 µM | 320,000 compounds, 0.16% hits;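 active = inhibition above the mean of all tested compounds plus 3 SD, set per campaign, cut at about 14% in these data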;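 note: inhibitors block serine hydrolase probe labeling of LYPLA1 so polarization falls; 0% = enzyme with DMSO and 100% = wells lacking LYPLA1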
# Target sequence (O75608 whole entry, looked up): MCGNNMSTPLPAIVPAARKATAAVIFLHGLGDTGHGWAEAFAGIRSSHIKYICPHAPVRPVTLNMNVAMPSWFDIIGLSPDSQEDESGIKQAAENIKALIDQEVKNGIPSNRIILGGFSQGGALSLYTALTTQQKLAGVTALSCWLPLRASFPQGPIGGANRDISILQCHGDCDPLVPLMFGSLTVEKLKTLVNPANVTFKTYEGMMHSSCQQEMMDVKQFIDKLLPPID
# PREPL inh: inhibits the human prolyl oligopeptidase-like enzyme; recombinant PREPL, fluorescence polarization activity-based probe; inhibition, % at 5.96 µM; 320,000 compounds, 0.68% hits; Q4J6C6; in the data active = inhibition above about 43%;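 note: 0% = enzyme with DMSO and 100% = wells lacking enzyme; many of its hits are not listed in these tables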
# GSTO1 counter: counter-screen for RBBP9 inhibitors: inhibitors of human GSTO1; recombinant GSTO1, activity-based probe fluorescence polarization; 300,000 compounds, 1.1% hits; AID 1974; inhibition, % at 5.96 µM;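 active = inhibition above the campaign mean inhibition plus 3 SD, cut at about 35% in these data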;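 note: 0% = GSTO1-1 with DMSO and 100% = wells lacking GSTO1-1 enzyme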
# Target sequence (P78417 whole entry, looked up): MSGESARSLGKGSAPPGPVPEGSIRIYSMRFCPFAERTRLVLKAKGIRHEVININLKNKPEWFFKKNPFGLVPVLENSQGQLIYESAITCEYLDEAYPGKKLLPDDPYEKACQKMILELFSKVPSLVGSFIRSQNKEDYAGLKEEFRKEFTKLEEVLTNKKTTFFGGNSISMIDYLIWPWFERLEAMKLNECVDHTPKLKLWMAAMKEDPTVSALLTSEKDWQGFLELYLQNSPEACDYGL
# PAD4 inh: inhibitors of human PAD4; Q9UM07; 330,000 compounds, 0.41% hits; recombinant PAD4, RCA probe fluorescence polarization; inhibition, % at 6.36 µM; AID 485272;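 active = percent inhibition above a cutoff equal to the mean of all tested compounds plus 3 SD, cut at about 15% in these data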;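 note: 0% = PAD4 with RCA probe and DMSO and 100% = probe without PAD4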
# PAFAH1B2 FP inh: inhibitors of human PAFAH1B2; P68402; recombinant PAFAH1B2, FP-rhodamine activity probe, fluorescence polarization; inhibition, % at 3.39 µM; 340,000 compounds, 1.2% hits; AID 492953;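 active = inhibition above the mean of all tested compounds plus 3 SD, cut at about 24% in these data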;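 note: 0% = enzyme with DMSO and 100% = wells lacking PAFAH1B2; many of its hits are not listed in these tables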
# Target sequence (P68402 whole entry, looked up): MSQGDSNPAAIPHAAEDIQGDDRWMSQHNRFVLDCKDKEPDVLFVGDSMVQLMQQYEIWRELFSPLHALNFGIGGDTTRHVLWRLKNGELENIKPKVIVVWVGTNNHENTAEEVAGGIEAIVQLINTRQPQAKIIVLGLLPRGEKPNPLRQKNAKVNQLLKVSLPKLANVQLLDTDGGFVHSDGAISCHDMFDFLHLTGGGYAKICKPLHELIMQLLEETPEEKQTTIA
# Active calls of the source: *; . = no result given. An excerpt; the hit share may differ from the screen's.
SMILES,PAFAH2 FP inh,PAFAH1B3 inh,pPAFAH inh,LYPLA2 counter,LYPLA1 counter,PREPL inh,GSTO1 counter,PAD4 inh,PAFAH1B2 FP inh
O=C(Nc1ccccn1)c1ccc(Br)s1,9,2,-2,2,-3,2,1,-5,5
O=C(O)Cn1nc(-c2ccc(Cl)cc2)ccc1=O,-1,6,2,2,3,-9,1,-4,4
CCOC(=O)c1ccc(NC(=O)Cn2nnc(-c3ccccc3C)n2)cc1,-23,3,-9,-62,-23,-5,-19,-4,-6
CC(C)(C)n1nnnc1CN1CCC(NC(=O)NC2CCCCC2)CC1,2,0,-1,-4,-3,4,0,-3,7
CCN(CC)S(=O)(=O)c1ccc(C(=O)N2CCN=C2SCc2cccnc2)cc1,2,9,5,4,-4,13,4,3,1
O=C1C=C(c2ccc(-c3ccccc3)c(F)c2)C[C@@H](c2ccc(Cl)cc2)C1,5,4,0,1,-1,0,.,-6,-1
COc1ccc(S(=O)(=O)Nc2cccc3c2O[C@H](CN(C)C(=O)NC(C)C)[C@@H](C)CN([C@H](C)CO)C3=O)cc1,6,-2,1,.,.,19,.,-7,0
O=C(NCCc1ccccc1)C1=CCN(S(=O)(=O)c2ccccc2)CC1,7,2,3,3,-4,5,4,-1,2
COc1cc(O)c(C(CCN2CCCC2)c2cc(OC)c(OC)c(OC)c2)c(OC)c1 (centres undefined),8,0,-4,2,1,45*,4,-3,1
N#Cc1c(-c2ccco2)ccn(Cc2ccc(F)cc2)c1=O,2,2,1,1,1,5,2,2,5
COc1ccc(CCNC(=S)Nc2cccc(C)c2C)cc1,7,1,3,7,0,-1,10,-4,2
c1ccc(CN2CCN(c3ncnc4nc[nH]c34)CC2)cc1,4,-7,2,3,-1,-2,3,2,-2
COc1ccc(NC(=O)c2cccnc2Nc2ccc(OC)cc2)cc1,7,-3,5,-6,-5,23,2,-2,4
O=C(OCC(=O)N1CCCCCC1)c1ccccc1Br,3,4,3,1,1,7,.,-9,5
CCC(C)(C(=O)NC1CCCCC1)N(C(=O)c1cnccn1)c1c(C)n(C)n(-c2ccccc2)c1=O (centres undefined),-3,3,-5,-1,0,10,14,-2,4
CCc1cc2c(N[C@@H](Cc3c[nH]c4ccccc34)C(=O)O)ncnc2s1,-2,11,1,-5,2,-15,-51,1,3
C[C@H](CO)N1C[C@H](C)[C@@H](CN(C)Cc2ccncc2)Oc2c(NC(=O)Cc3ccccc3)cccc2C1=O,2,-3,-1,.,.,21,.,2,7
Cc1n[nH]c(C)c1S(=O)(=O)N1CCN(C2CCCCC2)CC1,8,5,-2,-2,-1,4,9,4,-1
CC(C)(C)NC(=O)CSc1ncccc1-c1nc2ccccc2[nH]1,2,3,5,-3,-3,-5,1,-4,-1
Cc1cc(=O)n2[nH]c(N)c(N=Nc3ccccc3F)c2n1,-3,0,8,0,3,22,7,0,2
COc1ccc(-c2csc(N=C(N)N)n2)cc1,-1,4,-3,7,5,2,6,5,1
Nc1n[nH]c(-c2ccccc2)n1,0,6,4,1,-1,-2,3,7,6
O=C1CC(N2CCOCC2)C(=O)N1c1cc(Cl)cc(Cl)c1 (centres undefined),1,0,1,3,0,3,-5,-2,-2
Cc1c(Nc2cc(N3CCCCCC3)c3nonc3c2[N+](=O)[O-])c(=O)n(-c2ccccc2)n1C,3,1,4,1,1,-7,0,-5,6
O=C1Nc2ccc3sc4ccccc4c3c2C1=O,.,.,13,-3,-3,9,21,-4,.
O=C1CS/C(=N/N=C/c2cccs2)N1Cc1ccc(F)cc1,.,.,1,-3,-1,-15,-1,-1,.
O=C(c1cnn2c(C(F)(F)F)cc(-c3ccco3)nc12)N1CCCc2ccccc21,1,-1,-1,-2,4,-2,-1,-3,-3
Cc1cc(C)cc(SCc2noc(C(=O)NCC3CC3)c2C(=O)NCC2CC2)c1,.,.,1,-13,-5,-7,-3,3,.
CCCNC(=O)c1ccc2c(c1)C1C3CCC(C3)C1C(c1ccccc1)N2 (centres undefined),-4,5,7,0,-3,9,7,0,2
O=C(Cc1ccc([N+](=O)[O-])cc1)N/N=C/c1cccs1,4,-3,3,4,0,8,4,-1,-2
COc1ccc(S(=O)(=O)Nc2cccc(N(C)S(C)(=O)=O)c2)cc1Br,1,5,3,-10,-4,1,2,3,2
COc1ccc2cc(C(=O)NCc3ccco3)c(=Nc3ccc(C(=O)O)cc3)oc2c1,15,8,4,5,-2,-6,-6,-4,4
CC(NC(C)c1ccccc1Cl)C(=O)Nc1cccc(S(=O)(=O)N2CCCCC2)c1 (centres undefined),0,8,4,-2,-1,14,.,2,6
CC(C)(C)c1ccccc1OCC(O)CN1CCN(c2ccccn2)CC1 (centres undefined),-3,7,6,-3,0,-5,5,-3,2
CC(C)N=c1scc(-c2cccs2)n1/N=C/c1ccc(O)c(O)c1O,1,5,68*,0,-5,12,5,-3,0
CN(c1ccc(C(=O)Nc2nccs2)cc1)S(=O)(=O)c1ccccc1,9,-1,3,6,-5,-1,6,0,0
CSCC[C@H](NC(=O)[C@@H]1Cc2ccccc2CN1)C(=O)Nc1ccc2c(c1)OCCO2,-3,14,3,-8,-3,-2,7,-6,3
COc1ccc(C(=O)N2CCN(Cc3ccccc3C)CC2)cc1OC,9,1,3,5,2,18,5,3,7
Cc1ccc(NCC(=O)N/N=C/c2cccc(Br)c2)cc1,12,8,2,-2,-4,17,9,3,3
Cc1cccc(C)c1NC(=O)CSc1nc(C2CC2)nc2ccccc12,6,-2,-3,5,-1,-3,-2,2,0
CC(=O)c1cccc(NC(=O)CN2C=NS(=O)(=O)c3ccc(C)cc32)c1,17,7,4,4,-2,0,4,1,3
CC1CCN(C(=O)CSCC(=O)O)CC1,0,5,1,-6,2,-7,4,0,3
Cn1c(=O)c2c(O)c(C=Nc3ccc(F)cc3)c(=O)n(C)c2n(C)c1=O,.,.,0,-2,-1,5,3,-5,.
CC(=O)NC(C)c1cc(Cl)c2cccnc2c1O (centres undefined),14,6,3,-4,0,-2,.,-4,7
CCOC(=O)CSc1n[nH]c(-c2cccnc2)n1,10,4,-3,-2,0,-13,-6,2,0
O=C(Nc1cccc(Cl)c1)C1=CC=CN2CCS(=O)(=O)N=C12,-1,10,4,.,.,14,.,1,5
Cc1nn(C)c(Oc2cccc(Cl)c2)c1C(=O)O,-1,1,0,1,0,-4,2,-2,0
Cc1ccc(C2C(C(=O)c3cc4ccccc4o3)=C(O)C(=O)N2CCN2CCOCC2)cc1 (centres undefined),10,-4,4,3,6,40,-4,-2,6
C=CCn1c(SCC(=O)Nc2cccc3ccccc23)nnc1-c1cnccn1,0,3,0,8,4,16,2,5,-2
COCCNC(=O)c1ccc(Cl)c(Cl)c1,-1,7,-2,7,2,4,-2,-4,0
CCN(CC)S(=O)(=O)c1ccc(NS(=O)(=O)c2ccc(O)c([N+](=O)[O-])c2)cc1,1,-8,3,-1,0,11,17,-3,4
CN(C)c1cccc2c1c(NC(=O)Nc1ccc(F)cc1F)nn2C,4,0,7,0,-4,9,0,-1,2
CCOc1ccc(-n2c(Cc3cc(=O)[nH]c(=O)[nH]3)nnc2SC(C)C(=O)OC)cc1 (centres undefined),-3,-4,5,-7,-4,2,-6,1,-2
CC(=O)N/C(=C/c1ccc2c(c1)OCO2)C(=O)NCC(=O)O,-2,-1,2,11,1,-5,-6,-3,4
CC(C)N(Cc1ccccc1)C(=O)COC(=O)c1ccc(S(=O)(=O)N2CCOCC2)cc1,1,5,-6,.,.,-1,.,0,11
CC(C)(C)OC1NS(=O)(=O)OCC1NCOC(Cl)(Cl)Cl (centres undefined),1,-5,12,-4,-3,9,7,-1,2
COc1ccc(S(=O)(=O)N(CC(=O)N/N=C/c2ccccc2C(=O)O)c2ccccc2OC)cc1,-2,-1,8,-5,-2,-32,11,3,-3
CCN(Cc1ccccc1)C(=O)CN1C(=S)NC(C)(C)CC1C (centres undefined),-6,-1,1,-5,0,-3,-4,2,5
CSCc1c(C(=O)NC2CCCc3ccccc32)oc2ccccc12 (centres undefined),-6,-10,1,-6,-5,1,-4,-4,4
O=C(Nc1cccc(C(=O)N2CCN(Cc3ccccc3)CC2)c1)c1ccccc1,-4,1,-3,-5,-2,19,2,-2,-3
# Further results.
SMILES,PAFAH2 FP inh,PAFAH1B3 inh,pPAFAH inh,LYPLA2 counter,LYPLA1 counter,PREPL inh,GSTO1 counter,PAD4 inh,PAFAH1B2 FP inh
CC(C)(C)c1ccc(C(=O)CCC(=O)NCc2ccccc2)cc1,4,1,-6,-4,-1,0,.,-1,15
NC(=O)c1cc2n(n1)C(C(F)(F)F)CC(c1ccco1)N2 (centres undefined),4,-2,3,5,-1,1,13,-4,1
COc1ccc(NC(=O)CN2C(=O)CSc3ncccc32)cc1,-4,5,3,6,7,0,2,0,-4
CCc1ccc(CN2CCC(n3nccc3NC(=O)c3ccc4c(c3)OCO4)CC2)cc1,-2,-4,0,1,0,10,0,-3,2
Nc1cc(-c2ccccc2)nn1Cc1ccccc1,0,3,4,1,0,5,2,-1,-1
CCOC(=O)CSC(C)C(=O)Nc1nnc(C(C)C)s1 (centres undefined),-7,1,8,-1,0,7,-9,-5,-1
Cc1ccc(C)c(NC(=S)NNC(=O)c2csc(C(C)C)c2)c1,-3,2,7,5,5,9,2,-1,2
COc1cc(OC)cc(C(=O)N[C@H](C(=O)Nc2ccc(F)cc2F)C(C)C)c1,7,-6,3,-2,-3,-5,-2,-8,2
O=C(NCCS(=O)(=O)NCc1ccc(Cl)cc1)c1ccccc1,0,9,-1,3,1,-5,-1,-4,7
Cc1ccc(S(=O)(=O)Nc2ccc(C(=O)NCc3ccccn3)cc2)cc1,-4,10,7,2,3,1,23,-3,1
Cc1cccc(NC(=O)COC(=O)c2ccccn2)c1,4,14,8,3,-2,2,3,-5,11
Cc1nnc(NC(=O)Cc2cccs2)s1,2,-5,4,5,-2,2,8,3,0
CCC(=O)N1CCc2cc(S(=O)(=O)CCC(=O)Nc3ccc(F)c(F)c3)ccc21,-1,-3,4,-5,0,0,-1,-2,3
O=C(c1cccc(S(=O)(=O)N2CCOCC2)c1)N(Cc1nnc(-c2ccccc2Cl)o1)C1CC1,0,5,6,3,0,21,8,0,-3
Cc1cc(C)nc(NC(=O)/C=C/c2ccc3c(c2)OCO3)c1,5,-5,-2,-4,-4,-2,-5,-6,0
CCN(CC)c1ccc(C=Nc2cc(C)cc(C)c2)c(O)c1,7,-1,4,1,-1,4,-2,-4,0
COC(CNS(=O)(=O)c1ccc(Cl)cc1)c1ccccc1 (centres undefined),0,-1,2,1,2,-13,-1,-2,12
O=C(CSc1nnc(CN2CCOCC2)n1-c1ccc(Cl)cc1)Nc1cc(Cl)ccc1O,0,2,0,0,-1,16,6,-8,4
CCOn1c(=O)c(-c2ccc(Cl)cc2)[n+]([O-])c2ccccc21,1,4,3,-1,-3,-2,-2,2,3
O=C(CSCc1c(Cl)cccc1Cl)Nc1ccccc1C(=O)N1CCOCC1,4,15,-3,-10,-4,2,7,3,6
C=Cc1ccc(CN2CCCN(Cc3ccc(F)cc3)S2(=O)=O)cc1,1,0,1,-1,-3,-14,10,-1,9

# Reformatted tab-delimited: part of the list above.
compound	PAFAH2 FP inh	PAFAH1B3 inh	pPAFAH inh	LYPLA2 counter	LYPLA1 counter	PREPL inh	GSTO1 counter	PAD4 inh	PAFAH1B2 FP inh
COCCNC(=O)c1ccc(Cl)c(Cl)c1	-1	7	-2	7	2	4	-2	-4	0
CCN(CC)S(=O)(=O)c1ccc(NS(=O)(=O)c2ccc(O)c([N+](=O)[O-])c2)cc1	1	-8	3	-1	0	11	17	-3	4
